Bioassay records from PubChem BioAssay.
HEK293 tox – cytotoxicity counter-screen for GLP-1 receptor inverse agonists | Potency, µM (doses to about 38.3 µM), inactives show at the top dose activity change, negative = inhibition, actives largely listed as inhibitors | 410,000 tested, 0.13% active | HEK293 cAMP-luciferase reporter cells, luminescence, 24 h;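 also: loss of luciferase light is scored as toxicity; potency is read from the fitted curve at half-maximal effect; % is scaled to controls: 0 for no effect and ±100 for the full control effect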
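MLSMR compounds, 24 hr on cells at 37 deg C/5% CO2; luminescence after luciferase reagent (12 min RT). Inhibition counted as the undesired cytotoxic outcome.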
D3 ag – agonists of human D3 dopamine receptor; D3R DiscoveRx beta-arrestin cells, luminescence, 90 min; max activation, %; 410,000 tested, 0.58% active; P35462; AID 652048; in the data active = max activation above about 30%; also: 0% is about no effect; mostly tested at two doses, the higher about 12 µM
Target sequence (P35462 whole entry, looked up): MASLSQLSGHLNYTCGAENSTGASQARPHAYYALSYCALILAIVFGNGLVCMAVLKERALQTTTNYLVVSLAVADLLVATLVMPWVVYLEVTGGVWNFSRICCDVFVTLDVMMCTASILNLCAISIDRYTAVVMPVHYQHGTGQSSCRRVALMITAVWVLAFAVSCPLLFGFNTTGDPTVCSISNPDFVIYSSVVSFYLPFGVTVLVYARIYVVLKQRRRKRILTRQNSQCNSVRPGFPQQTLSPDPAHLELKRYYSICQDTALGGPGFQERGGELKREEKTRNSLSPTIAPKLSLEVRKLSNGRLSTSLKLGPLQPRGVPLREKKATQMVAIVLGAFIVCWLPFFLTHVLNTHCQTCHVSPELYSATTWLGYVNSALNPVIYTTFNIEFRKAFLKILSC
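Agonist mode: compounds and dopamine controls were applied to plated cells for 90 min at 37 degrees C after an overnight attachment at 1500 cells/well. Luminescent read-out followed 30 - 60 minutes at room temperature with DiscoveRx detection reagent.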
GLP-1R inv ag – GLP-1 receptor (human) inverse agonism; 410,000 tested, 1.6% active; P43220; HEK293 GLP-1R CRE-luciferase, luminescence, 24 h; GLP-1R form is constitutively active; AID 624417; Potency, µM (series often up to 38.3 µM), for the others: top-dose activity change, negative = inhibition, hits mostly inhibitors; also: potency is read from the fitted curve at half-maximal effect; % is scaled to controls: 0 for no effect and ±100 for the full control effect; nearly all actives have a fitted effect of over 55% in size
Target sequence (P43220 whole entry, looked up): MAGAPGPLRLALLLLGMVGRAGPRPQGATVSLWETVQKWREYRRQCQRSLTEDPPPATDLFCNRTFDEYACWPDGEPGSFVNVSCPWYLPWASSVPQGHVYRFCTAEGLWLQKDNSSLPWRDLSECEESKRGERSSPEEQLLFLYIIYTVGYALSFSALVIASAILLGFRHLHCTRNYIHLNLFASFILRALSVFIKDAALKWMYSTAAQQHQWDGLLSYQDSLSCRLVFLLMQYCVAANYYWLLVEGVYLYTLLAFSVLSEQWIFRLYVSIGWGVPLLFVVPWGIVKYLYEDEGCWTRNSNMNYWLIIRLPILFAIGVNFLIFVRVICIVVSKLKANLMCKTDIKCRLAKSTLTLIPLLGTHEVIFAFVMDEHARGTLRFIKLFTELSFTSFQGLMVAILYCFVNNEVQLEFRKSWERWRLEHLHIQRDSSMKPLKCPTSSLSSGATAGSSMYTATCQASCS
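Seeding at 200 cells/uL, 12 h culture, 24 hr compound treatment, then luciferase reagent and a luminescence read; cells are HEK293 stably expressing a constitutively active GLP-1R plus cAMP-responsive luciferase.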
* hit, by the source's call; ? = inconclusive; [ ] = dose if it differs, or a comment. Unless noted, calls follow the shape of the dose curve; as a rule, active = well fitted curve in the direction sought with a large enough effect; inconclusive = small, poorly fitted or top-dose-only effect, or another doubt; inactive = no such curve, though single readings can be large; an effect the other way counts as inactive or inconclusive. Only part of the results is shown. The share of hits here may be higher or lower than overall.

SMILES	HEK293 tox	D3 ag	GLP-1R inv ag
O=C(c1ccccc1Cl)N1CCCCC1CCN1CCOCC1 (configuration not stated)	-4%	-5	8%
COc1ccccc1C(=O)NC(=O)Nc1ccc(-n2nc(C(F)(F)F)cc2C(F)(F)F)cc1	-13%	-9	12%
CCc1ccc(CNC(=O)Cn2nc(C)n3c(cc4cc(C)ccc43)c2=O)cc1	16%	8	10%
COc1ccc(-c2nc3cc(NC(=O)Cc4ccc(Cl)cc4)ccc3o2)cc1OC	-12%	-4	-2%
CCOc1ccc(NC(=O)c2ccc(-c3ccccc3)s2)cc1	19%	7	13%
CCc1nn2c(=O)cc(COC(=O)c3ccc(NC(=O)C4CCCCC4)cc3)nc2s1	4%	4	7%
CCc1cccc(C)c1NC(=O)Cn1cc2c(n1)CCCC2	-7%	-8	?
CCn1c(CN2CCN(C)CC2)nc2cc(NC(=O)c3cc(OC)c(OC)c(OC)c3)ccc21	2%	-14	0%
COc1cccc(-c2nc(S(=O)(=O)c3ccc(C)cc3)c(N3CCCCCC3)o2)c1	-5%	0	9%
CCOC(=O)c1c(NC(=O)c2cc(-c3ccc(OC)c(OC)c3)on2)sc(C)c1C	-7%	0	2%
CC(=O)c1ccc(NC(=O)c2ccc(-c3nc(CSc4ccc(C)cc4)c(C)o3)cc2)cc1	-14%	2	16%
Cc1ccc(C2c3[nH]c4ccccc4c3CCN2C(=O)CCc2ccccc2)cc1 (configuration not stated)	-4%	4	?
COc1ccc(N(C)C(=O)NCc2noc3ccc(C)cc23)c(OC)c1	2%	-2	17%
O=S(=O)(NCCc1csc2nc(-c3ccccc3)nn12)c1cc(F)ccc1F	-11%	5	12%
COc1ccc2c(C)c(CC(=O)NCCc3ccccc3)c(=O)oc2c1OC	-2%	-9	-11%
CN(C)c1ccc(CNC(=O)CCn2c(=O)c3cccn3c3ccc(F)cc32)cc1	2%	1	7%
O=C(Cn1nc(Cc2ccncc2)c2ccccc2c1=O)Nc1cccc(C(F)(F)F)c1	5%	-2	?
O=c1c2ccccc2n(Cc2cccc(F)c2)c(=O)n1Cc1ccccc1Cl	4%	4	-19%
COc1ccc(CN(Cc2ccco2)C(=O)COc2ccccc2Cl)cc1	-3%	3	?
Cc1c(C(=O)NCCN(C)C)oc2c1-c1nn(Cc3cccc(Cl)c3)cc1CC2	1%	-26	9%
O=c1c2cc3c(cc2nc2sc(Nc4ccccc4)nn12)OCO3	-9%	0	20%
Cc1ccc(Cn2cc(S(=O)(=O)c3cccc(Cl)c3)c(=O)c3cc(F)c(N4CCOCC4)cc32)cc1	-18%	0	-3%
Cc1cc(C)c2oc(C(=O)Nc3sc4c(c3C(=O)NCc3ccco3)CCCC4)cc(=O)c2c1	-5%	16	-3%
COc1ccc(CNC(=O)CC2N=C3c4ccccc4N=C(SCC(=O)Nc4ccc(N(C)C)cc4)N3C2=O)cc1 (configuration not stated)	-5%	-9	3%
Cc1ccccc1-c1cc2nccc(-c3cc(Cl)ccc3O)n2n1	1%	-6	1%
CCS(=O)(=O)N1CC(=O)N(c2ccc(Cl)cc2C)C(C)(C(=O)NC2CCCCC2)C1 (configuration not stated)	5%	1	4%
COc1cc(Nc2nc3c(S(=O)(=O)c4ccccc4)nnn3c3ccc(Cl)cc23)cc(OC)c1	14%	-6	-15%
COc1ccc(C(=O)c2cn(CC(=O)Nc3cc(C)ccc3C)c3nc(C)ccc3c2=O)cc1	0%	-8	-11%
COc1cc(C(=O)Nc2nc3c(s2)Cc2c(Br)ccc(OC)c2-3)cc(OC)c1OC	11%	19	9%
Cc1ccc(-n2ncc3c(NCCCN(C)C)ncnc32)cc1Cl	-24%	-11	?
CC(=O)Nc1ccc(NC(=O)CCc2c(C)nc3c(c(C)nn3-c3ccc(C)cc3)c2C)cc1	0%	-12	6%
Cn1nnc2c(N3CCN(c4ccccc4)CC3)ncnc21	-8%	2	8%
Cc1ccc(NC(=O)CC2Oc3ccccc3NC2=O)cc1C (configuration not stated)	-1%	-19	-15%
Cc1nc(-c2ccc(Cl)cc2)sc1CCNC(=O)c1ccco1	0%	-24	7%
COc1ccc(NC(=O)c2cnn(-c3ccc(F)cc3F)c2C2CCN(C(=O)OC(C)(C)C)CC2)cc1Cl	-10%	4	?
Cc1nc2c3ccccc3nc(NNC(=O)CCC(=O)N3CCN(c4cccc(Cl)c4)CC3)n2n1	-4%	-12	-8%
COc1ccc(CCn2cc3c(c2-c2ccc(Br)cc2)c(=O)n(C)c(=O)n3C)cc1OC	3%	-5	1%
Cc1ccc2ncc3c(-c4ccccc4)nn(CC(=O)NC4CCCCC4)c3c2c1	20%	-4	5%
COc1ccc2c(c1)cc1c(=O)n(CC(=O)NCCc3ccccc3)nc(C)n12	15%	4	11%
COc1ccc(S(=O)(=O)N(CCc2ccccc2)CC(=O)Nc2cc(C)ccc2C)cc1	-15%	-20	?
CC(C)OCCCNC(=O)c1ccc(CSc2nc3cccnc3n2Cc2ccccc2)cc1	-16%	-21	-12%
Cc1ccc(-n2ncc3c(NC4CCCCC4)ncnc32)cc1	-21%	3	10µM*
CCOC(=O)N1CCN(Cc2nc3cc(NC(=O)c4ccccc4OC)ccc3n2C(C)C)CC1	?	-10	?
CCOC(=O)c1ccc(NC(=O)CSc2nc(-c3ccc(OC)cc3)cc(C(F)(F)F)c2C#N)cc1	0%	9	4%
CCN1CCN(CCCNC(=O)c2ccc3c(c2)sc2nc(-c4ccc(C)cc4)cn23)CC1	-18%	-10	?
Cc1ccc2c(=O)cc(C(=O)Nc3ccc(S(=O)(=O)N4CCCCC4)cc3)oc2c1	-3%	-19	-3%
CCOC(=O)c1c(NC(=O)c2ccc(S(=O)(=O)N(CCOC)CCOC)cc2)sc2c1CC(C)(C)NC2(C)C	-8%	-20	?
CCn1c(SCc2ccccc2F)nc(=O)c2c(C(=O)OC)cc(C3CC3)nc21	12%	1	-23%
COc1ccc(CNC(=O)Cc2c(C)c3ccc(O)cc3oc2=O)cc1	33%[activator]	6	5%
Cc1cc2nc(-c3ccc(Cl)cc3)cc(C(F)(F)F)n2n1	2%	3	18%
Cc1cccc(C)c1Nc1c(-c2ccsc2)nc2ccc(Cl)cn12	3%	3	-7%
COc1ccccc1CNC(=O)C(=O)NCC(c1ccco1)S(=O)(=O)c1ccc(C)cc1 (configuration not stated)	4%	8	-8%
Cc1ccc(C(=O)Nc2ccc(Br)cc2)cc1S(=O)(=O)NCc1ccccc1	?	-7	?
COc1ccc(Br)cc1CNC(=O)c1cc2c(=O)n(C)c3ccccc3c2s1	3%	6	6%
Cc1c(C(=O)N2CCCC2)oc2c1-c1nn(CC(=O)NCc3ccc(OC(C)C)cc3)cc1CC2	1%	10	-7%
CCCn1cc(S(=O)(=O)c2cc(C)ccc2C)c(=O)c2cc(F)c(N3CCN(CC)CC3)cc21	-1%	-32	-1%
CCCCc1nn2c(=O)cc(COC(=O)c3cccs3)nc2s1	-1%	6	2%
CCCCc1ccc(NC(=O)CSc2nc(=O)[nH]c3c2CCCC3)cc1	7%	1	13%
Cc1ccc2onc(CNC(=O)NCc3cccc(Cl)c3)c2c1	1%	4	1%
CCCSc1oc(-c2ccco2)nc1S(=O)(=O)c1ccc(Cl)cc1	20%	-11	?

Remaining list, next part
SMILES	HEK293 tox	D3 ag	GLP-1R inv ag
CCOC(=O)c1cc(S(=O)(=O)N2CCN(c3ccc(OC)cc3)CC2)[nH]n1	-2%	-11	3%
Cc1cccc(N2CCN(c3c4c(nc5nncn35)CCC4)CC2)c1C	4%	4	4%
CC1=C(c2ccc(C)c(C)c2)S(=O)(=O)N=C1N1CCC(C(=O)NCCc2ccc(Cl)cc2)CC1	-16%	0	?
CCc1cccc(NCc2ccccc2-c2nnc(-c3ccccc3Cl)o2)c1	5%	4	12%
COc1ccc(CNC(=O)Cc2coc3ccc(C)cc23)cc1	9%	-8	?
Cn1cc(C(c2ccccc2)c2ccc(Cl)s2)c2ccccc21 (configuration not stated)	12%	-20	?
Cc1ccc(CSC2=Nc3ccccc3C3=NC(CC(=O)NCc4ccc5c(c4)OCO5)C(=O)N23)cc1 (configuration not stated)	-3%	-9	6%
Cc1cccc(Cn2cccc2CNS(=O)(=O)c2ccc(Br)cc2)c1	8%	0	?
O=C(c1ccc(CSc2nc3ccncc3n2Cc2ccccc2F)cc1)N1CCCCC1	2%	-4	9%
CCCc1ccc(OC(C)c2nc(-c3ccc(-n4cccc4)cc3)no2)cc1 (configuration not stated)	5%	-3	-11%
O=S(=O)(Nc1ccc2nc(-c3cccc(Cl)c3)oc2c1)c1ccccc1	-11%	0	-25%
COc1cc(C(=O)NCC(c2ccc(N(C)C)cc2)N2CCc3ccccc32)cc(OC)c1OC (configuration not stated)	-7%	-9	11%
COc1ccc(CC(=O)NCCc2sc(-c3cccc(F)c3)nc2C)cc1	-18%	21	-13%
Cc1ccc(-c2nc3ccccc3o2)cc1NC(=O)Cc1ccc(Cl)cc1	5%	2	2%
CSc1nn(CC(=O)Nc2ccccc2F)c(N)c1S(=O)(=O)c1ccccc1	-4%	-3	?
CSc1cccc(NC(=O)Cn2ncn3c(cc4ccccc43)c2=O)c1	-14%	3	-8%
N#Cc1ccc(NC(=O)C2Cc3ccccc3CN2S(=O)(=O)c2ccc(F)cc2)cc1 (configuration not stated)	-23%	0	?
CCOC(=O)c1ccc(N2C(=O)c3n[nH]c(-c4cccs4)c3C2c2cccc(F)c2)cc1 (configuration not stated)	-4%	6	?
Cc1ccc(C(=O)c2c(N)c(C(=O)Nc3cccc(C(F)(F)F)c3)c3ccccn23)cc1	3%	-13	11%
Cc1ccccc1Cn1c(=O)n(CCCCCC(=O)NCc2ccc3c(c2)OCO3)c(=O)c2sccc21	10%	5	7%

Part of the list above, with two lines to a compound:
Screens in order – HEK293 tox, D3 ag, GLP-1R inv ag
COc1ccc(NC(=O)c2cnn(-c3ccc(F)cc3F)c2C2CCN(C(=O)OC(C)(C)C)CC2)cc1Cl
    -10%, 4, ?
Cc1nc2c3ccccc3nc(NNC(=O)CCC(=O)N3CCN(c4cccc(Cl)c4)CC3)n2n1
    -4%, -12, -8%
COc1ccc(CCn2cc3c(c2-c2ccc(Br)cc2)c(=O)n(C)c(=O)n3C)cc1OC
    3%, -5, 1%
Cc1ccc2ncc3c(-c4ccccc4)nn(CC(=O)NC4CCCCC4)c3c2c1
    20%, -4, 5%
COc1ccc2c(c1)cc1c(=O)n(CC(=O)NCCc3ccccc3)nc(C)n12
    15%, 4, 11%
COc1ccc(S(=O)(=O)N(CCc2ccccc2)CC(=O)Nc2cc(C)ccc2C)cc1
    -15%, -20, ?
CC(C)OCCCNC(=O)c1ccc(CSc2nc3cccnc3n2Cc2ccccc2)cc1
    -16%, -21, -12%

Additional records
SMILES	HEK293 tox	D3 ag	GLP-1R inv ag
Cc1ccc(CN2C(=O)N(c3ccc(C)c(Cl)c3)S(=O)(=O)c3ccccc32)cc1	-1%	-1	5%
CCOC(=O)c1ccc(N2CCN(c3ccccc3F)CC2)c(NC(=O)Nc2ccc(Cl)c(Cl)c2)c1	-4%	8	3%
CCOC(=O)c1cccc(NC(=O)c2ccc3c(c2)nnn3CC)c1	0%	-5	4%
CCc1ccc(C2=C(C)C(N3CCC(C(=O)Nc4cccc(OC)c4)CC3)=NS2(=O)=O)cc1	-1%	0	-4%
COc1ccc(CCNC(=O)c2ccc3c(c2)nc2n3CCC(C)C2)cc1OC (configuration not stated)	10%	0	23%
CC(=O)c1ccc(NC(=O)CCn2cccn2)cc1	2%	5	-1%
Cc1cc(NC(=O)c2cc(-c3cccc(Cl)c3)on2)nn1Cc1ccc(Cl)cc1	-2%	6	-15%
COc1ccc(CCNCc2ccc3c(c2)n(C)c(=O)n3C)cc1OC	-15%	-16	-23%
COc1ccc(S(=O)(=O)NCc2nc(-c3ccccc3)no2)cc1	4%	3	-14%
COc1ccccc1CNC(=O)Cn1nc(C)n2cccc2c1=O	-11%	-6	0%
CCOC(=O)c1[nH]c(C)c(CCC(=O)NCc2ccc(N(C)C)cc2)c1C	2%	-12	7%
CN(C)c1ccc(C(CNS(=O)(=O)c2ccccc2)N2CCc3ccccc32)cc1 (configuration not stated)	1%	-6	8%
CSc1ccc(CCNC(=O)c2cc(C)nc3c2c(C)nn3-c2cccc(F)c2)cc1	0%	2	9%
Cc1ccc(NC(=O)Cn2cc(C(=O)c3ccco3)c3ccccc32)cc1	-2%	8	-19%
CCOc1ccccc1C(=O)Nc1cccc(-c2nc3ccccc3s2)c1	5%	-5	17%
O=C(NC1CCCCC1)c1ccc(Cn2c(SCc3ccccc3F)nc3cccnc32)cc1	-10%	-6	?
CC(C)(C)c1ccc(C(=O)N2CCCC(c3nc4c(nnn4Cc4cccc(F)c4)c(=O)[nH]3)C2)cc1 (configuration not stated)	-6%	6	?
COCc1cc(C)n(CC(=O)Nc2ccc(NC(C)=O)cc2)c(=O)c1C#N	2%	-9	-4%

Two compounds from above with just D3 ag and HEK293 tox.
| Structure | D3 ag | HEK293 tox |
| --- | --- | --- |
| CCOC(=O)c1cccc(NC(=O)c2ccc3c(c2)nnn3CC)c1 | -5 | 0% |
| COCc1cc(C)n(CC(=O)Nc2ccc(NC(C)=O)cc2)c(=O)c1C#N | -9 | 2% |
